Screening data deposited in PubChem by several laboratories.
MC4R antag cAMP: human MC4R antagonism in cAMP assay. P32245. MC4R-expressing cells, MTII-stimulated cAMP, LANCE TR-FRET. inhibition, % at 6.5 µM. 360,000 tested, 0.48% active. AID 540295;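 active = inhibition above its plate's cutoff, the mean of tested wells on that plate plus 3 SD, cut at about 29% in these data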;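 also: 0% = Melanotan II alone and 100% = Melanotan II plus saturating MCL0020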
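system = U2OS cells with stable human MC4R expression | also added = Melanotan II challenge after compound preincubation | dosing = one concentration, 6.5 µM nominal | incubation = compound 30 min, challenge 1 h, detection 1 h | measured by = TR-FRET with Eu-cAMP and labeled anti-cAMP, 671 nm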
HTR2A ag: mouse HTR2A agonism via beta-arrestin recruitment; P35363; CHO-K1 mHTR2A beta-arrestin complementation, luminescence; percent of 30 µM serotonin response; activation, % at 7.6 µM; 360,000 tested, 0.66% active;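 active = activation above a run cutoff, the mean activation of all tested compounds plus 3 SD, cut at about 14% in these data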;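 also: 0% = plate median of compound wells and 100% = 30 µM serotonin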
H9c2 protect: protects H9c2 cardiomyocytes from peroxide injury; H2O2 injury protection, ATPLite, 2 h; 360,000 tested, 0.63% active; protection from H2O2 cell death, % at 20 µM;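 active = compounds giving at least 50% protection of heart cells from peroxide-induced death in the single-dose screen, raw or plate-pattern-corrected value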;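 also: 0% = DMSO wells with peroxide and 100% = DMSO wells without peroxide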
ABCB6 inh 2: blocks the human ABCB6 transporter; K562-ABCB6 porphyrin accumulation, flow cytometry, 1 h; active compounds read low; AID 602162; fluorescence ratio to DMSO, % at 10 µM; Q9NP58; 360,000 tested, 0.19% active;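 active = fluorescence ratio to DMSO below 75%, the collection mean minus 3 SD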;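 also: signal is porphyrin accumulated inside mitochondria; 100% equals median channel fluorescence of DMSO control wells; lower ratio means ABCB6 inhibition with less porphyrin fluorescence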
MC4R ag barr: activates human MC4R beta-arrestin recruitment | U2OS MC4R beta-arrestin complementation, luminescence; percent of melanotan II response, DMSO zero | AID 540308 | activation, % at 8.9 µM | 360,000 tested, 0.98% active | P32245;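 active = activation above a per-plate cutoff, the mean activation of sample wells on that plate plus 3 SD, cut at about 8% in these data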
ABHD5 PLIN5 PPI: inhibitors of human ABHD5-perilipin-5 interaction; Q00G26+Q8WTS1; Split G. princeps luciferase complementation, luminescence, 4 h; inhibition, % at 4 µM; 360,000 tested, 0.78% active; AID 602281;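 active = inhibition above the mean inhibition across every tested compound plus 3 SD, cut at about 22% in these data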;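 also: 0% = DMSO only wells and the 100% control is not disclosed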
Target sequence (Q00G26 whole entry, looked up): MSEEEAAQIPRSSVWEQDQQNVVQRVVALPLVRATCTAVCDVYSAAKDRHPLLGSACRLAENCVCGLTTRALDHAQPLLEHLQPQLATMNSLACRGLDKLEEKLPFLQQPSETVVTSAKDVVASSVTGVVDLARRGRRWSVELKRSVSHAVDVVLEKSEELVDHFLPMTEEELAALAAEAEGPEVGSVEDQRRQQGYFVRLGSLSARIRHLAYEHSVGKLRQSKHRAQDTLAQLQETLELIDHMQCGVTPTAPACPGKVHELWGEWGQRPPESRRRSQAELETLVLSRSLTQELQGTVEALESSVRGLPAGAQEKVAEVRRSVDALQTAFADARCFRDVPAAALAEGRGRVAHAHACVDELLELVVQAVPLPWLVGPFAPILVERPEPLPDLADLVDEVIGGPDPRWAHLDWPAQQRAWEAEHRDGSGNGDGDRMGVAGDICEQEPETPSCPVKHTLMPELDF
Target sequence (Q8WTS1 whole entry, looked up): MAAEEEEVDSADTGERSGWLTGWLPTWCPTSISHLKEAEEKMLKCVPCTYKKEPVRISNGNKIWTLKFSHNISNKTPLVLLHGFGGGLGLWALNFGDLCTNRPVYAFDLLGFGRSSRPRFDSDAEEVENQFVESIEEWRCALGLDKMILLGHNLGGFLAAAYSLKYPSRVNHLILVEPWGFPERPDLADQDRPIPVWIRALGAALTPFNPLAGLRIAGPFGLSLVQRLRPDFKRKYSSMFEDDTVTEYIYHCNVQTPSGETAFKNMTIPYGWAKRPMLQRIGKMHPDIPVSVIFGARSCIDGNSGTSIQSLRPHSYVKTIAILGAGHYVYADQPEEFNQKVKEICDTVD
SRC2 inh: inhibits human steroid receptor coactivator 2; HEK293 GAL4-SRC2 luciferase reporter, luminescence; inhibition, % at 9 µM; 370,000 tested, 0.17% active; AID 651957;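 active = inhibition above the mean inhibition of all tested compounds plus 3 SD, set per campaign, cut at about 52% in these data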;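 also: 0% = DMSO treated cells and 100% = cells given Gossypol at 36 µM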
TLR9-MyD88 inh: TLR9-MyD88 interaction inhibition. Q9NR96+Q99836. CHO BLA complementation TLR9-MyD88, CCF4 FRET ratio. inhibition, % at 4.98 µM. 340,000 tested, 0.21% active. AID 504734;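 active = inhibition above the mean over all tested compounds plus 3 SD, cut at about 21% in these data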;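 also: 0% = DMSO only wells and 100% = clavulanate BLA inhibitor control wells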
Glyco luc inh: N-linked glycosylation inhibition; D54 ERlucT glycosylation luciferase reporter, 24 h; percent of 100 nM tunicamycin response; reporter increase, % at 12.5 µM; 360,000 tested, 0.23% active;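 active = mean luciferase reporter signal, scaled so untreated is 0 and the glycosylation-blocking control 100, at or above a set limit in every replicate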;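 also: luciferase carries N-glycosylation sites so blocking glycosylation raises the light; 0% = median of neutral control wells and 100% = median of 100 nM tunicamycin wells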
NOD2-RIPK2 inh: inhibitors of human NOD2-RIPK2 interaction; O43353; CHO BLA complementation NOD2-RIPK2, CCF4 ratio; inhibition, % at 4.98 µM; 360,000 tested, 0.38% active; AID 624267; in the data active = inhibition above about 21%;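 also: 0% = vehicle only and 100% = reference blocker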
* hit, by the source's call; nt = no result given. This is a subset (hit frequency here may not be typical).

SMILES	MC4R antag cAMP	HTR2A ag	H9c2 protect	ABCB6 inh 2	MC4R ag barr	ABHD5 PLIN5 PPI	SRC2 inh	TLR9-MyD88 inh	Glyco luc inh	NOD2-RIPK2 inh
Cc1ccnc(NC(=O)c2cc(-c3ccc(Cl)s3)nc3ccccc23)c1	20	-5	-9	100	-1.7	4	-44	-1	1	1
COc1cc(C2OC(=O)C3C(c4ccc(OC(C)=O)c(OC)c4)OC(=O)C23)ccc1OC(C)=O (configuration not stated)	15	2	13	99	-0.8	5	9	-7	-5	-9
CC(=O)NC(c1cc(Cl)c2cccnc2c1O)C1CC1 (configuration not stated)	12	-24	60*	92	-2.4	1	22	3	-11	9
CC1CCN(c2ccc(C(=O)O)cc2NS(=O)(=O)c2ccc(Br)cc2)CC1	-1	-1	-1	100	1.0	-6	-26	0	-1	6
c1ccc(-c2csc3ncn4nnnc4c23)cc1	2	1	0	98	-0.9	1	-1	-4	0	6
CC(C)CC(=O)NC(=S)Nc1cccc2nsnc12	10	-1	-2	102	5.4	-10	12	-16	-4	-1
O=C(C1CCC1)N1CCc2cc(S(=O)(=O)N3CCCCC3)ccc21	7	-2	4	91	-0.1	-5	20	6	1	-4
O=C(NC(=S)NCCO)c1cn(-c2ccccc2)nc1-c1ccccc1	1	5	2	103	-2.1	-2	-22	-2	-1	-2
O=C(NC(c1ccc(-c2ccccc2)cc1)c1cnccn1)C1CCN(Cc2cccs2)CC1 (configuration not stated)	-2	-7	22	95	-0.1	-4	-3	nt	-3	-3
COCCNC(=O)c1cccc(OC2CCN(Cc3ccc(OC(F)F)cc3)CC2)c1	-5	-3	0	100	-2.4	-1	24	-6	-2	-9
COC(=O)c1cc(NC(=O)c2ccc(F)cc2)cc(C(=O)OC)c1	2	-5	3	101	-1.0	-1	-10	1	1	-1
CC(C)(C)OC(=O)NCCCCCNC(=O)c1ncn2c1c(=O)[nH]c1ccccc12	1	-4	16	93	-0.8	1	4	-12	1	-5
Cc1cccc(OCC(=O)Nc2cc(C)c(C)cc2O)c1	5	-1	-4	98	0.5	1	-42	-15	1	-2
CC(=O)c1cccc(Oc2cc(NN3CCCCC3)c([N+](=O)[O-])cc2[N+](=O)[O-])c1	5	8	-5	91	-2.1	1	-25	-32	-2	-4
CN(C)CCOC1c2ccccc2-c2ccccc21	-4	-10	0	102	-1.3	-6	-5	5	-1	1
Cc1cc(C)c(NC(=O)c2ccc(S(=O)(=O)N3CCOCC3)cc2)c(C)c1	4	2	-7	105	-2.4	-3	-6	0	0	-12
CC1CC(C)CN(C(=O)CNS(=O)(=O)c2ccc(Br)s2)C1 (configuration not stated)	-5	-1	2	95	-1.3	-4	12	2	-2	-9
Cc1ccc(S(=O)(=O)N(C)C)cc1NC(=O)COC(=O)c1ccc2c(c1)OCO2	-2	2	-8	99	2.5	5	6	-9	1	-12
COc1cccc(NC(=O)CSc2nnc(-c3ccoc3C)n2C)c1	2	4	2	98	-0.1	-7	-1	-2	2	9
O=C(O)c1cccc(NC2=C(N3CCOCC3)C(=O)c3ccccc3C2=O)c1	-2	10	0	98	0.5	-6	0	-5	1	-1
COc1cc2oc3ccccc3c(=O)c2cc1OC	12	-2	20	94	-1.5	3	nt	6	13	-8
COC(=O)c1ccc(OCC(=O)Nc2nn(-c3ccccc3)nc2C(N)=O)cc1	10	3	1	100	0.9	1	-3	-1	1	0
COc1ccc(OC)c(/C(O)=C/C(=O)C(=O)Nc2cc(C)ccc2OC)c1	-2	0	21	96	-2.6	-1	-12	-4	2	-5
CCOc1ccccc1C(=O)N/N=C/c1cccc2cccnc12	-1	-5	86*	90	-0.5	0	5	0	1	3
O=C(NN=C1CCCC1)c1ccc(Br)cc1	9	-3	7	100	-0.5	-17	-25	-9	2	12
CCOc1cc(N2CCOCC2)c(OCC)cc1NC(=O)c1ccc(F)c(S(=O)(=O)N2CCOCC2)c1	4	-2	0	101	2.2	4	-5	-4	2	-6
Cc1c(NC(=O)CSc2ncnc3ccccc23)c(=O)n(-c2ccccc2)n1C	0	4	4	94	-1.1	-6	20	2	-3	-6
COCCN(C(=O)COC(=O)Cc1ccc(Cl)cc1)c1c(N)n(Cc2ccccc2)c(=O)[nH]c1=O	5	1	3	97	0.1	1	-6	-9	0	1
Cc1ccc(C(=O)OCC(=O)N2CCC(C)CC2)cc1S(=O)(=O)N1CCCCC1	0	1	-12	100	-0.9	-2	-23	6	-2	-8
CC1=NN(C(N)=S)C(=O)C1N=Nc1ccc([N+](=O)[O-])cc1 (configuration not stated)	3	2	-11	94	-2.2	4	nt	4	1	-9
Cc1ncoc1C(=O)Nc1ncc([N+](=O)[O-])s1	-4	2	-2	97	-1.4	14	-63	7	-11	-2
O=C1NC2c3c(I)sc(I)c3C(=O)C2O1 (configuration not stated)	21	1	-17	122	-2.7	8	31	12	17	20
CCC(CC)C(=O)Nc1ccc(C)c(O)c1	7	6	7	99	-2.1	2	8	1	-2	-3
C=C1CCN([C@H](C(=O)NCc2ccc(Cl)c(Cl)c2)C(C)C)S(=O)(=O)c2ccccc21	7	5	0	96	4.5	-8	-3	5	-3	0
O=C1c2c(O)cc(O)cc2O[C@H](c2ccc(O)c(O)c2)[C@H]1O	1	3	-6	106	-0.3	-9	-16	-12	0	-16
Cc1ccc(NC(=O)c2nc[nH]c2C(=O)N(C)CCO)cc1	-6	-4	-18	107	-1.0	-1	-35	-5	1	4
COc1cc2c(cc1OC)C(NNC(=O)c1ccc(Br)o1)=NC(C)(C)C2	-3	-9	-5	97	-1.2	-4	8	-56	1	-10
CCS(=O)(=O)N1CCC(c2nc(-c3ccc(C(F)(F)F)cc3)no2)CC1	2	-1	-8	95	2.6	2	8	-1	1	-6
COc1ccc(CCNC(=O)CCN2C(=O)COc3ccc(C)cc32)cc1OC	0	2	14	98	0.9	-2	-30	7	-1	-6
CCCCCCN1CCN(C2CN(CCc3ccccc3)S(=O)(=O)C2)CC1 (configuration not stated)	nt	-3	4	94	nt	2	1	nt	3	10
O=C(Cn1c2ccc(F)cc2c2nc3n(c(=O)c21)CCS3)N1CCCC1	6	-6	2	99	0.3	5	nt	-2	-6	-5
CCCNC(=O)c1ccc(-c2nn(C)c(=O)c3ccccc23)cc1	-2	-3	-6	100	-0.3	-3	-30	0	4	-7
CN1CCC(=NNC(=O)C(=O)NCc2ccccc2)CC1	16	-2	2	97	-0.6	0	-6	-4	1	-1
CCC(=O)Oc1ccc(C(=O)Nc2ccc3c(c2)OCO3)cc1	0	1	-16	102	0.3	-3	-57	nt	-6	-4
Cc1cccc(C(=O)OC2CCN(C)CC2)c1	3	4	-1	137	0.4	2	-46	-9	-2	-4
CCCCCCCCN1C(=O)[C@H](CC(=O)NCC23CC4CC(CC(C4)C2)C3)C[C@@]2(C(=O)OC)CC(C)(C)CC=C12	nt	10	nt	nt	nt	2	-15	nt	nt	-11
CC(=O)c1ccc(NC(=O)C2CCCC2)cc1	4	3	0	100	0.9	9	-19	-2	0	-1
Cc1cccc(NC(=S)NCC(c2ccccc2)N(C)C)c1 (configuration not stated)	9	-6	8	97	-1.7	-4	-23	13	1	1
Cc1ccccc1C(=O)Oc1cc(N)n(S(C)(=O)=O)n1	1	-2	-9	98	-2.3	0	-14	-3	0	5
Cc1ccccc1C1c2[nH]c3ccccc3c2CCN1C(=O)c1ccc(=O)n(C)n1 (configuration not stated)	18	-1	4	94	-0.7	1	-33	0	6	-2
COc1ccccc1C1(CCNC(C)c2cccs2)CCOC(C(C)C)C1 (configuration not stated)	47*	0	-1	99	1.1	-2	0	nt	-3	1
CC(C)=N/N=C(/c1ccc([N+](=O)[O-])cc1)C12CN3CN(CN(C3)C1)C2	26	-1	7	97	0.3	4	-30	-3	0	0
CCCn1c(=O)c(C(=O)NNS(=O)(=O)c2ccc(Cl)cc2)c(O)c2ccccc21	-2	-1	-4	97	0.8	-1	0	-3	2	5
CCc1nnc(SCC(=O)Nc2ccc(F)cc2)o1	9	-1	5	100	-0.9	1	-2	-3	0	-4
CCOc1ccccc1C(=O)NCC(=O)N1CCC(C)CC1	-1	-8	-1	100	2.9	-1	2	-3	-1	-8
Cc1cnc(NC(=O)CSc2nnc(Cc3ccccc3)n2C)s1	1	-2	11	98	-0.6	3	-9	-5	-1	-7
C=CCN=C1CC(C)(C)CC(=O)/C1=C(/O)CCC(=O)OC	4	1	5	91	-0.4	3	-21	-3	nt	-4
COc1ccc(-n2cc(-c3ccccc3)[nH]c2=S)cc1	-8	-2	-5	95	0.3	-2	-22	1	1	-1
COc1cccc(C(C(=O)NCC2CCCO2)N(CC2CCCO2)C(=O)CN2C(=O)c3ccccc3S2(=O)=O)c1 (configuration not stated)	2	-1	7	94	-3.3	2	10	-8	1	-5
CCn1c(SCC(=O)NCCc2ccccc2)nc2sc3c(c2c1=O)CCN(C)C3	0	1	4	92	-0.2	3	-5	-3	-1	0

Carrying on.
SMILES	MC4R antag cAMP	HTR2A ag	H9c2 protect	ABCB6 inh 2	MC4R ag barr	ABHD5 PLIN5 PPI	SRC2 inh	TLR9-MyD88 inh	Glyco luc inh	NOD2-RIPK2 inh
COc1cc(-c2coc3c(C(=O)NCc4ccccc4)cccc23)ccc1O	7	7	1	98	-1.2	0	-50	nt	12	0
O=C(c1ccc2ccccc2c1)N1CCN(Cc2ccccc2)CC1	7	-10	-7	95	-0.5	1	-41	-3	-7	-9
COc1cc(CC(=O)OCC(=O)Nc2cccc([N+](=O)[O-])c2)cc(OC)c1OC	0	-2	0	94	-1.3	-3	-4	3	6	0
CN1CCN(C(=O)c2ccc(Oc3ccc([N+](=O)[O-])cc3)cc2)CC1	5	1	-9	101	-0.6	3	0	-1	0	-4
CCOC(=O)C1CCN(C(=O)c2c(-c3c(Cl)cccc3Cl)noc2C)CC1	2	-3	6	91	-0.6	3	12	-4	-2	0
C#CCOCCOCCOCCNc1nc(N2CCN(C(=O)[C@H]([C@@H](C)O)n3cc(CCCCN)nn3)CC2)nc(N2CCN(C(=O)[C@H]([C@@H](C)CC)n3cc(CCCN=C(N)N)nn3)CC2)n1	-6	-1	5	102	0.2	-1	11	4	2	-3
CCCn1c2ccccc2c2nnc(SC(CC)C(=O)Nc3cc(C)on3)nc21 (configuration not stated)	-42	-4	13	93	-2.5	-9	13	-9	-2	-4
Nc1nc(-c2ccccc2)cc(-c2ccccc2O)n1	2	2	9	95	3.8	2	-22	3	35*	6
COc1ccc(-c2nc3ccccc3nc2-c2ccccc2)cc1OC	4	5	9	95	1.3	6	-22	-3	5	5
COc1ccccc1Nc1ccc(Nc2ccccc2OC)nn1	3	-3	-2	102	-1.6	9	-44	-2	0	-5
COC(=O)c1c(NC(=O)CSc2nnc(-c3ccco3)n2C)sc(C)c1C	-3	-5	2	93	-1.8	-4	-11	-1	7	-6
O=C(N/N=C\c1cc(Br)cs1)c1ccncc1	-3	-6	10	99	-1.6	-2	-2	5	4	4
